TRPC6 activator: mouse TRPC6 channel activation | Q61143 | HEK293-TRPC6 membrane potential dye fluorescence; active compounds read high | B-score at 10 µM | 310,000 compounds, 0.13% hits;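 active = B-score of the integrated fluorescence ratio above library mean plus 3 SD, and starting fluorescence ratio within library mean plus 5 SD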;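 note: higher score means more depolarization so channel activation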
Target sequence (Q61143 whole entry, looked up): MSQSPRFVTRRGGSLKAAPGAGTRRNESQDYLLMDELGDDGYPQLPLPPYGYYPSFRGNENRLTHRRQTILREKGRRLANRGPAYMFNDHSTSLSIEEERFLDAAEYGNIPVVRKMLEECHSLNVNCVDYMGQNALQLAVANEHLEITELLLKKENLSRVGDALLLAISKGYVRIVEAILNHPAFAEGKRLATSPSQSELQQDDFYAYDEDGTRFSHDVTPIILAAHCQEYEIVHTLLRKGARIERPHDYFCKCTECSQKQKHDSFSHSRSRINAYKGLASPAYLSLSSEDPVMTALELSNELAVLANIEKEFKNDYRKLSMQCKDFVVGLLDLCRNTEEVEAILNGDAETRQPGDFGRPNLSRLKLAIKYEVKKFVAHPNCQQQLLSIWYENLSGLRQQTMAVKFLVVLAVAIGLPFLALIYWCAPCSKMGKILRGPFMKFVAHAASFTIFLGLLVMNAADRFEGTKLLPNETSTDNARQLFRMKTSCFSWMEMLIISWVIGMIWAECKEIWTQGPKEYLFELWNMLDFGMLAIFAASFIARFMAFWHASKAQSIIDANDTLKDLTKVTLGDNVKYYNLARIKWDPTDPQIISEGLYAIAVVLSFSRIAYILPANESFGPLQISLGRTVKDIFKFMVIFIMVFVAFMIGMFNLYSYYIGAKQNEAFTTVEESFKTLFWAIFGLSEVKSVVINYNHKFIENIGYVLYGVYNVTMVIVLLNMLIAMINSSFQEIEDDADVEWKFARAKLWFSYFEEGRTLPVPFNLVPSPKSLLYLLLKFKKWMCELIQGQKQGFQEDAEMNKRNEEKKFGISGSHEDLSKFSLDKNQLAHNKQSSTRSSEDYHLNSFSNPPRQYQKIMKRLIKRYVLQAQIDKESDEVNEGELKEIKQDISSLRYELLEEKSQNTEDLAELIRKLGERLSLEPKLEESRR
MrgX1 antag: blocks BAM8-22 activation of human MrgX1 receptor | MRGX1-HEK293 calcium flux, Fluo-4, BAM8-22 antagonism; active compounds read low | Q96LB2 | AID 588676 | B-score at 10 µM | 310,000 compounds, 1.3% hits;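 active = calcium-response B-score plate-corrected more than 3 library SD below zero, starting fluorescence within 5 deviations, no agonist response on first addition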;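 note: peak minus trough fluorescence over baseline after final BAM8-22 challenge near maximal dose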
RGS4 inh: human RGS4 inhibition | B-score at 10 µM | HEK293 M3R/RGS4 inducible, Fluo-4 calcium flux; active compounds read high; triggered by carbachol at its EC20 | P49798 | 310,000 compounds, 0.45% hits;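 active = B-score, a plate-corrected calcium signal, over three deviations above library mean, with baseline fluorescence within five deviations of library mean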;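 note: RGS4 expression induced by doxycycline in cells with stable M3 receptor; B-score is computed from the integrated fluorescence ratio over baseline after carbachol; higher B-score means a larger calcium signal and so more RGS4 inhibition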
MrgX1 PAM: human MrgX1 positive allosteric modulation, primary screen | Q96LB2 | MrgX1-HEK293, Fluo-4 calcium flux, FDSS; active compounds read high | B-score at 10 µM | 310,000 compounds, 0.63% hits;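 active = plate-corrected calcium response at least 3 library SD above typical, normal starting fluorescence, not activating the receptor alone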;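 note: compound read alongside a low EC10 to EC30 dose of BAM8-22 agonist; peak minus trough fluorescence over baseline measured at the second addition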
TMEM16A inh: mouse TMEM16A channel inhibition, primary screen | AID 588511 | Q8BHY3 | 310,000 compounds, 1.2% hits | HEK293 TMEM16A/YFP iodide influx fluorescence, ionomycin | normalized B-score (activity score, 25-100; higher = stronger inhibition) at 10 µM;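 active = ratio plate-corrected score three or more library SD toward inhibition, starting fluorescence score within five deviations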;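 note: score derived from kinetic fluorescence span divided by baseline fluorescence per well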
TRPC4 agonist: activators of mouse TRPC4 channel; 310,000 compounds, 0.49% hits; HEK293 TRPC4beta/mu-opioid, Fluo4 calcium fluorescence; active compounds read high; Q9QUQ5; B-score at 10 µM;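 active = B-score above 5 SD of library B-scores, and initial fluorescence ratio not above library mean plus 5 SD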;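 note: positive B-score marks a calcium rise read as TRPC4 activation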
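Material: HEK293 stable line with TRPC4beta plus mu-opioid receptor; technique: Fluo4 calcium-sensitive dye fluorescence, kinetic, 1 Hz baseline; timing: Fluo4 dye loading 45 min at room temperature, 110 s recording; controls: assay buffer as low control, maximal DAMGO as high control; read-out: integrated baseline-normalised fluorescence ratio, converted to per-well B score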
TRPC6 inh: blocks the mouse TRPC6 cation channel | B-score at 10 µM | AID 2553 | HEK293-TRPC6, membrane potential dye, ACh-evoked depolarization; active compounds read low | 310,000 compounds, 1.1% hits;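 active = B-score under library mean minus 3 SD, initial fluorescence not abnormally high, positive integrated signal ratio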;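 note: B-score derived from integrated fluorescence ratio over the kinetic read; more negative B-score means stronger inhibition of depolarization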
TRPC4 potent: TRPC4 (mouse) allosteric potentiation. Q9QUQ5. HEK293 TRPC4beta/mu-opioid, DAMGO EC20, Fluo-4 Ca2+ flux; active compounds read high. B-score at 10 µM. 310,000 compounds, 0.42% hits. AID 2227;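 active = B-score of calcium response area above 5 SD of library B-scores, with initial fluorescence ratio within 5 SD of library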;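 note: B-score of integrated fluorescence ratio over time as area under calcium response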
TRPC4 block: TRPC4 (mouse) channel inhibition; AID 2247; HEK293 TRPC4beta/mu-opioid, DAMGO-evoked Fluo4 calcium flux; active compounds read low; B-score at 10 µM; Q9QUQ5; 300,000 compounds, 0.39% hits;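 active = B-score over 3 SD under the library average, no early fluorescence shift, positive overall ratio signal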
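Signal: kinetic Fluo4 fluorescence imaging of calcium influx. Material: stable TRPC4beta/mu-opioid receptor HEK293 cells. Probe or stimulus: DAMGO in two steps, submaximal then maximal.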
ANO1 activ: mouse TMEM16A channel activation, primary screen; 340,000 compounds, 0.3% hits; B-score at 10 µM; HEK293 TMEM16A/YFP-H148Q/I152L, iodide quench fluorescence; active compounds read low; Q8BHY3;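 active = fluorescence-ratio B-score plate-corrected deviation score at least 3 library SD below zero, with starting fluorescence score within 5 deviations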;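 note: channel opened by trigger with iodide after compound preincubation; score built on the fluorescence ratio of max minus min over baseline; more negative score means more quench and so TMEM16A activation or potentiation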
MrgX1 ag: agonists of human MrgX1 receptor | MrgX1-HEK293 cells, Fluo-4 calcium fluorescence, agonist mode; active compounds read high | 310,000 compounds, 0.44% hits | B-score at 10 µM | Q96LB2;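 active = calcium response B-score plate-corrected fluorescence ratio at least 3 library SD, with starting fluorescence B-score inside 5 SD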
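Material: MrgX1-expressing HEK293 cells; input: 15,000 cells per well; doses: test compound given as first of three sequential additions; schedule: overnight plating before 1 h dye loading; technique: Fluo-4 NW calcium-flux fluorescence, kinetic read; evaluation: baseline-normalised fluorescence change ratio, B-scored; control set: plate-wise positive and negative controls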
* hit, by the source's call; i = inactive; nt = no result given. Rows were taken by chance. About 5.8% of those tested had a hit in this group.

SMILES	TRPC6 activator	MrgX1 antag	RGS4 inh	MrgX1 PAM	TMEM16A inh	TRPC4 agonist	TRPC6 inh	TRPC4 potent	TRPC4 block	ANO1 activ	MrgX1 ag
Cc1nc2nc(-c3ccccc3)cn2nc1C	i	i	i	i	i	i	i	i	i	i	i
Cc1ccc(-n2nc3c(=O)n(C(C)C(=O)NCc4ccco4)nc(C)c3c2C)cc1 (configuration not stated)	i	i	i	i	i	i	i	i	i	i	i
CC(C)N=C1SCC(C)(/C=N/O)S1 (configuration not stated)	i	i	i	i	i	i	i	i	i	i	i
O=C(CCNS(=O)(=O)c1cccc2nsnc12)NCc1ccccc1Cl	i	i	i	i	i	i	i	i	i	i	i
COC(=O)c1cccc(-c2ccc(C(c3c(C)[nH][nH]c3=O)c3c(C)[nH][nH]c3=O)o2)c1	i	i	i	i	i	i	i	i	i	i	43*
CCOc1cccc(/C(O)=C2/C(=O)C(=O)N(CCOC)C2c2ccco2)c1 (configuration not stated)	i	i	i	i	i	i	i	i	i	i	i
S=C(NCCCN1CCOCC1)N1CCN(c2nc(-c3ccccc3)cs2)CC1	i	i	i	i	i	i	i	i	i	i	i
O=C(O)c1cccc(NCc2ccncc2)c1	i	i	i	i	i	i	i	i	i	nt	i
CCSc1nc(N2CCOCC2)c2c(c1C#N)CCCC2	i	i	i	i	i	i	i	i	i	i	i
CC12C(=O)N(c3cccc(OC(=O)c4ccco4)c3)C(=O)C1C1c3ccccc3C2c2ccccc21 (configuration not stated)	i	i	i	i	i	i	i	i	i	i	i
Cc1nnc(SCC(=O)NNC(=O)c2ccc(Cl)cc2)n1CC1CCCO1 (configuration not stated)	i	i	i	i	i	i	i	i	i	i	i
O=[N+]([O-])c1ccc(C(O)CN2CCOCC2)cc1 (configuration not stated)	i	i	i	i	i	i	i	i	i	i	i
Nc1nc(Nc2ccc(Cl)cc2)nc2ccccc12	i	i	22*	i	i	i	-12*	i	i	i	i
Cc1ccc(Nc2nc(-c3ccc(O)cc3O)cs2)nc1	i	-4.6*	i	i	i	i	i	i	i	i	i
Cc1nn(C)c(C)c1CN(C)S(=O)(=O)c1ccc2ccccc2c1	nt	i	nt	i	i	nt	nt	nt	nt	i	i
CC1CN(S(=O)(=O)c2cccc(C(=O)NCc3ccc4c(c3)OCO4)c2)CC(C)O1 (configuration not stated)	i	i	i	i	i	i	i	i	i	i	i
Cc1ccc2c(c1)nnn2C1CCN(CC(=O)Nc2ccc3c(c2)OCCO3)CC1	i	i	i	i	i	i	i	i	i	i	i
CCOC(=O)c1sc2nc(N3CCOCC3)c3c(c2c1N)CCN(Cc1ccccc1)C3	i	i	i	i	i	i	i	i	i	i	i
O=C(O)CSc1cc(C(F)(F)F)nc(-c2ccccn2)n1	i	i	i	i	i	i	i	i	i	i	i
c1ccc(-c2nc3cccnc3nc2-c2ccccc2)cc1	i	i	i	i	i	i	i	i	i	i	i
CCOC(=O)c1nn(-c2ccccc2F)c2nc(Nc3ccccc3)cc(=O)n12	i	i	i	i	i	i	i	i	i	i	i
COC(=O)c1ccccc1NC(=O)c1noc2c1CCCC2	i	i	i	i	i	i	i	i	i	i	i
COc1ccc(N=c2scc(C)n2CCCN2CCCC2=O)cc1	i	i	i	i	i	i	i	i	i	i	i
Cc1cc(O)cc(O)c1C(=O)Cc1ccccc1	i	i	i	i	i	i	i	i	i	i	i
COc1ccc(C(=O)O/N=C2\CCS(=O)(=O)c3sccc32)cc1	i	i	i	i	i	i	i	i	i	i	i
COC(=O)c1nc(NC(C)=O)n[nH]1	i	i	i	i	i	i	i	i	i	nt	i
CCOC(=O)COc1ccc(/C=C2/SC(=Nc3ccccc3)N(Cc3cccnc3)C2=O)cc1OC	i	i	i	i	i	i	i	i	i	i	i
COc1ccc(C(=O)OCC(=O)Nc2ccc3[nH]c(=O)[nH]c3c2)c(OC)c1OC	i	i	i	i	i	i	i	i	i	i	i
O=C(NC1CCC(O)CC1)c1cccc2cccnc12 (configuration not stated)	i	i	i	i	i	i	i	i	i	i	i
O=c1c2c(-c3cccs3)csc2ncn1/N=C/c1ccccn1	i	i	i	i	i	i	i	i	i	i	i
O=C(Cn1cnc2c(oc3ccccc32)c1=O)N1CCN(c2ccccc2)CC1	i	i	i	i	i	i	i	i	i	i	i
CCOC(=O)C(=O)NNc1cccc(C)c1C	i	i	i	i	i	i	i	i	i	i	i
O=C(CNC(=O)C(c1ccccc1)c1ccccc1)N/N=C/c1ccc(O)c([N+](=O)[O-])c1	i	i	i	i	i	i	i	i	i	i	i
CC(=O)OC[C@H]1O[C@@H](O/N=C/[C@@H](C)[C@H](OCc2ccccc2)C(C)C)[C@H](OC(C)=O)[C@@H](OC(C)=O)[C@@H]1OC(C)=O	i	i	i	i	i	i	i	i	i	nt	i
COc1cc(CN2CCN(Cc3c[nH]c4ccccc34)CC2CCO)cc(OC)c1 (configuration not stated)	i	i	i	i	i	i	i	i	i	i	i
C=CCOc1ccnc(-c2ccccc2)n1	i	i	i	i	i	i	i	i	i	i	i
Cc1ccc(-c2c(C)n([O-])c3c([n+]2=O)CCCCC3)o1	i	i	i	i	i	i	i	i	i	i	i
COc1ccc(/C=N/NC(=O)c2nc(-c3ccccc3)cc(-c3ccccc3)n2)cc1OC	i	i	i	i	i	i	i	i	i	i	i
O=C(NC(=S)Nc1nc(-c2cccc([N+](=O)[O-])c2)cs1)c1ccccc1Cl	i	i	i	i	i	i	i	i	i	i	i
O=C(NCC(c1cccnc1)N1CCOCC1)c1cccs1 (configuration not stated)	i	i	i	i	i	i	i	i	i	i	i
Cc1ccccc1NC(=O)c1sc(NC(=O)COc2ccccc2)c(C#N)c1C	i	i	i	i	i	i	i	i	i	i	i
C/C(=N/NC(=O)c1ccc2c(c1)OCO2)c1cccc([N+](=O)[O-])c1	i	i	i	i	i	i	i	i	i	i	i
CCS(=O)(=O)c1ccc(-c2csc(-c3ccccc3)n2)c(Cl)c1Cl	i	i	i	i	25*	i	i	i	i	i	i
NC(=O)[C@@H]1[C@@H]2C(=O)N(c3ccc(F)cc3)C(=O)[C@@H]2[C@H]2C=Cc3ccccc3N21	i	i	i	i	i	i	i	i	i	i	i
COc1ccc(C(=O)N2CCN(c3ncccn3)CC2)cc1[N+](=O)[O-]	i	i	i	i	i	i	i	i	i	i	i
NC(=O)c1cnn(Cc2ccc(Cl)cc2)c1N	i	i	i	i	i	i	i	i	i	i	i
CC(=O)C1=C(NC(=O)c2ccccc2F)C[C@@H]2[C@H]1C2(C)C	i	i	i	i	i	i	i	i	i	i	i
CCCc1nnc(SCC(=O)N2CCCCC2C)n1CCOC (configuration not stated)	i	i	i	i	i	i	i	i	i	i	i
CCc1cc(=O)oc2c3c(cc(OCC(=O)Nc4cccnc4)c12)OC(C)(C)CC3	i	i	i	i	i	i	i	i	i	i	i
COc1ccccc1NC(=O)N1CCC(c2nc3cc(C)c(C)cc3[nH]2)CC1	i	i	i	i	i	i	i	i	i	i	i
CCCS(=O)(=O)Nc1c(C(=O)O)[nH]c2ccccc12	i	i	i	i	i	i	i	i	i	i	i
CCOC(=O)Cn1nc(C)c(NC(=O)CCc2ccccc2)c1C	i	i	i	i	i	i	i	i	i	i	i
CCOC(=O)C1CCN(C(=O)COc2ccc(Cl)cc2Cl)CC1	i	i	i	i	i	i	i	i	i	i	i
COC(=O)c1[nH]c2cc(C)ccc2c1NC(=O)CN1CCCc2ccccc21	i	i	i	i	i	i	-11*	i	i	i	i
O=C(Nc1ccccc1C(F)(F)F)c1cc(-c2cccc(O)c2)on1	i	i	i	i	i	i	i	i	i	i	i
CC(C)C1Nc2c(C(=O)O)cccc2C(Nc2ccccc2C(=O)O)C1(C)C (configuration not stated)	i	i	i	i	i	i	i	i	i	i	i
COc1ccc(NC(=O)CC2C(=O)N(c3ccc(OC)cc3)C(=O)N2CCN2CCN(C)CC2)cc1 (configuration not stated)	i	i	i	i	i	i	i	i	i	i	i
C=C(C)CNC(=S)N/N=C/c1ccco1	i	i	i	i	i	i	i	i	i	i	i
CCc1nnc(NC(=O)NC(C)(C)C)s1	i	i	i	i	i	i	i	i	i	i	i
CN1CCN(c2ccc(S(=O)(=O)N3CCCCC3)cc2NC(=O)c2ccc(C#N)cc2)CC1	i	i	i	i	i	i	i	11*	i	i	i
More structures:
SMILES	TRPC6 activator	MrgX1 antag	RGS4 inh	MrgX1 PAM	TMEM16A inh	TRPC4 agonist	TRPC6 inh	TRPC4 potent	TRPC4 block	ANO1 activ	MrgX1 ag
Cc1cc(F)ccc1NCc1ccc([N+](=O)[O-])cc1	i	i	i	i	i	i	i	i	i	i	i
CC(=O)c1cccc(NC(=O)NC2CCCCCCC2)c1	i	i	i	i	i	i	i	i	i	i	i
Nc1cc(C(F)(F)F)cc2c1SCC(=O)N2	i	i	i	i	i	i	i	i	i	i	i
CC(OC(=O)c1ccc(Cl)c(S(=O)(=O)N2CCc3ccccc32)c1)C(=O)Nc1ncc(Cl)cc1Cl (configuration not stated)	i	i	i	i	i	i	i	i	i	i	i
O=C(CN1C(=O)NC2(CCCC2)C1=O)OCCOc1ccc(Cl)cc1Cl	i	i	i	i	i	i	i	i	i	i	i
O=C(N/C=C\n1cnc2cc(C(F)(F)F)ccc21)c1ccc([N+](=O)[O-])cc1	i	i	i	i	i	i	i	i	i	i	i
N#Cc1ccccc1CN1C(=O)S/C(=C/c2cccn2-c2cccc(C(=O)O)c2)C1=O	i	i	i	i	i	i	i	i	i	i	i
Cc1[nH]n(-c2ccccc2)c(=O)c1/C=C1\C=NN=C1c1ccccc1	i	i	i	i	i	i	i	i	i	i	i

Screening data as filed in PubChem BioAssay.
